CXCR6 inh: CXCR6 (human) receptor inhibition | O00574 | CHO-K1 PathHunter CXCR6 beta-arrestin, luminescence | inhibition, % at 20 µM | actives 0.36% (n = 360,000); in the data active means inhibition above about 34%, passing the limit was not always enough;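 further: antagonist mode with CXCL16 agonist at 10 nM final; 0% = 10 nM CXCL16 with DMSO and 100% = unstimulated wells without agonist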
APOBEC3G inh: inhibitors of human APOBEC3G DNA deaminase. inhibition, % at 20 µM. actives 0.28% (n = 330,000). Q9HC16. recombinant A3G, ssDNA deamination FAM/TAMRA fluorescence. AID 493012;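 active means inhibition of at least 40% at 20 µM, with no more than 30% in the related APOBEC3A deaminase screen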;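 further: plate controls were DMSO wells with A3G for no effect and wells lacking A3G enzyme for full effect; some compounds called inactive have numbers as strong as hits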
Target sequence (Q9HC16 whole entry, looked up): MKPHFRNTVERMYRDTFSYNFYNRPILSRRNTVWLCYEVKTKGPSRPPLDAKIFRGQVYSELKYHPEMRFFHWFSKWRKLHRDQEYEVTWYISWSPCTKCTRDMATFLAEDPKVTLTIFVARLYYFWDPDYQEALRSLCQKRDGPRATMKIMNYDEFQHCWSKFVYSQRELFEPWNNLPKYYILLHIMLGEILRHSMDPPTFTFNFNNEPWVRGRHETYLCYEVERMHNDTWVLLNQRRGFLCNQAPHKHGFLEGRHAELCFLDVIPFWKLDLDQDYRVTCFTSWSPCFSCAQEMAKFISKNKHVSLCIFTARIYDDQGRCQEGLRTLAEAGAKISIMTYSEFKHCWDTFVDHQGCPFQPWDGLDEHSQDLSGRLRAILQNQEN
Gli-Sufu block: antagonists of Gli-Sufu signaling; Sufu-KO-LIGHT fibroblasts, Gli luciferase reporter luminescence; inhibition, % at 5 µM; actives 0.74% (n = 340,000); AID 588413;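 active means inhibition above about 55%, limit read from the data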;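 further: 0% = DMSO-treated cells and 100% = wells with medium but no cells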
CCR6 antagonist: antagonists of human CCR6 receptor; P51684; CHO-K1 CCR6 PathHunter beta-arrestin, luminescence, CCL20-stimulated; inhibition, % at 20 µM; actives 0.49% (n = 340,000); AID 493098;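 active means compounds whose inhibition of the agonist-driven luminescence signal at 20 µM reaches about 50%, limit read from the data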;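 further: cells stimulated with CCL20 at 14 nM final; plate controls were DMSO with CCL20 for no effect and DMSO without agonist for full effect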
Target sequence (P51684 whole entry, looked up): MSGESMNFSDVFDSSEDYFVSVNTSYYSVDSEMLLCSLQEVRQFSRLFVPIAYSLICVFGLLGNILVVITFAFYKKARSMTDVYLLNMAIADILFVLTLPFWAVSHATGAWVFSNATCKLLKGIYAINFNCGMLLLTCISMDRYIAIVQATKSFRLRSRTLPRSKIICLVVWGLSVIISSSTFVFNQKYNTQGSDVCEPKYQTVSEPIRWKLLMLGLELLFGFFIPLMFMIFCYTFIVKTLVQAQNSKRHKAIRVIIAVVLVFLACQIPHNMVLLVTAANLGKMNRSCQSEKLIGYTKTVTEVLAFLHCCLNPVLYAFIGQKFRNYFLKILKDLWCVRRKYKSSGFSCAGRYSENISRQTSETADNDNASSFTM
EBI2 antag: antagonists of human EBI2 receptor | P32249 | EBI2 beta-arrestin recruitment, luminescence, 7a,25-OHC stimulated | inhibition, % at 5 µM | actives 0.81% (n = 360,000) | AID 651636; in the data active means inhibition above about 38%;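 further: enzyme fragment complementation signal reports receptor beta-arrestin coupling in cells; 0% = agonist plus DMSO wells and 100% = wells without agonist; some results beyond the cut were filed as inactive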
GRIN3A LBD mod: NR3A (human) ligand-binding domain modulation. NR3A LBD differential scanning fluorimetry, Tm shift; 0% = protein alone, 100% = glycine-bound protein. Tm shift relative to glycine control, % at 25 µM. actives 2.5% (n = 340,000);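 active means melting temperature shift of at least 10% of the positive control shift, at one fixed dose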
APOBEC3A inh: human APOBEC3A DNA deaminase inhibition. P31941. recombinant A3A, FAM/TAMRA ssDNA deamination fluorescence. inhibition, % at 20 µM. actives 0.41% (n = 330,000). AID 493011;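 active means at least 40% inhibition at 20 µM here, with at most 30% in a related deaminase screen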;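 further: plate controls were A3A with DMSO for no effect and wells lacking A3A enzyme for full effect; some results filed as inactive read as strong as hits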
Target sequence (P31941 whole entry, looked up): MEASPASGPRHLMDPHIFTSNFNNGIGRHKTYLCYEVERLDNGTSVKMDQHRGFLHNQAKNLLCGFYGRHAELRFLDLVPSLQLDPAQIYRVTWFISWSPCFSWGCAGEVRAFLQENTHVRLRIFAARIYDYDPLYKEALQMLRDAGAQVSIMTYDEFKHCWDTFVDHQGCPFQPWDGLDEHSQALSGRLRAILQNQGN
MPTP block: blocks calcium-induced mitochondrial swelling | isolated mouse mitochondria, Ca2+ swelling absorbance, 30 min | inhibition, % at 10 µM | actives 1.4% (n = 360,000) | AID 602449;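 active means inhibition of 50% or more, scaled per plate between neutral and stimulator controls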;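 further: 0% = DMSO wells given calcium and 100% = 1 mM EGTA wells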
The depositor's hits bear a star; nt = no result given.

SMILES | CXCR6 inh | APOBEC3G inh | Gli-Sufu block | CCR6 antagonist | EBI2 antag | GRIN3A LBD mod | APOBEC3A inh | MPTP block
Cc1cccc(C(=O)NCC(=O)NCCCSc2ccccc2)c1 | -2 | -1 | -6 | 19 | 2 | 1 | -1 | -1.2
CC[C@@H](C)[C@H](NC(=O)CNC(=O)Cc1c(C)c2c(cc(C)c3c(C)coc32)oc1=O)C(=O)O | -9 | -4 | -14 | 3 | 2 | 0 | 0 | 0.2
CC1CCN(CCc2nc3cc(NC(=O)COc4ccc([N+](=O)[O-])cc4)ccc3n2C)CC1 | 8 | -3 | 13 | 27 | -16 | -1 | -3 | -0.1
CCCN1CCC(=O)N([C@H](CSc2ccc(Br)cc2)Cc2ccccc2)CC1 | -1 | 1 | 7 | 7 | 15 | -1 | 4 | 5.2
CCn1ncc(/C=C2/SC(=S)NC2=O)c1C | 11 | 3 | -16 | 20 | 6 | 12* | 1 | 1.2
CCC(CC)C(=O)NCCNC(=O)C(CC)CC | -4 | -5 | 0 | 11 | -4 | 0 | -3 | 0.2
CN(C)CCNC(=O)c1ccccc1 | -6 | 1 | 0 | 7 | -5 | -1 | -1 | -2.1
CCC(C(=O)OCC(=O)Nc1ccccc1-c1ccccc1)c1ccccc1 (centres undefined) | 1 | -4 | 3 | 10 | 13 | -3 | 4 | 4.3
Cc1nccn1-c1ncnc2sc3c(c12)CCCC3 | -5 | -5 | 6 | -1 | -3 | 2 | -3 | -0.8
COCCn1c(SCC(=O)Nc2ccc(OC)c(S(N)(=O)=O)c2)nc2ccccc2c1=O | 3 | -11 | 12 | 12 | 4 | 2 | 5 | 1.2
CC(C)(C)NS(=O)(=O)c1ccc(CCC(=O)NCc2ccccn2)cc1 | 3 | -8 | -1 | 5 | -13 | 2 | 1 | -0.9
COCCN(CCOC)S(=O)(=O)c1ccc(Cl)nc1 | -9 | -1 | 1 | 2 | -10 | 0 | 5 | 1.9
O=C(O)CCC(=O)N1N=C(c2ccc(Br)cc2)CC1c1ccc(Br)cc1 (centres undefined) | 3 | -6 | 6 | 0 | -7 | -2 | -1 | 1.2
CN(NC(=O)NN)c1ncc(C(F)(F)F)cc1Cl | 2 | -3 | 0 | 4 | -5 | 1 | -1 | -1.8
CSc1ccccc1NC(=O)CN(C)C(=O)Cn1c(=O)oc2ccccc21 | -10 | -8 | -10 | -14 | 5 | -1 | 16 | -1.0
CCOc1ccccc1CNCc1ccc(C(=O)O)cc1 | -6 | -3 | -1 | -3 | 1 | -2 | -3 | -0.2
COc1cccc(COC(=O)C2CCN(C(=O)c3ccccc3C)CC2)c1OC | -8 | -9 | -19 | 10 | 3 | -1 | -5 | 1.5
O=C(NCc1cccc(Cl)c1)C1CCC(=O)N(CC2CCCCC2)C1 (centres undefined) | 3 | -1 | 10 | 13 | 5 | 0 | -2 | 0.3
COC(=O)CCCNC(=O)c1ccc(OC2CCN(CCc3ccccc3)CC2)cc1 | -3 | 1 | 11 | -4 | 2 | 0 | 1 | 0.2
O=C1CC/C=C\C[C@@H](CC(=O)N(CCO)Cc2ccccc2)C(=O)NCCO1 | -3 | -5 | -6 | -1 | -5 | -3 | 5 | -0.7
C[C@H](NC(=O)c1ncn(C)c1C(=O)N[C@@H](C)c1ccccc1)c1ccccc1 | 3 | -8 | -6 | 12 | -24 | -1 | -3 | -1.7
COc1ccccc1C(=O)NCC(=O)NCc1cc(=O)n(C)c(=O)n1C | 0 | -3 | 28 | 8 | -2 | -2 | 0 | 0.8
Cc1nn(-c2ccc(F)cc2)c(C)c1NS(=O)(=O)c1ccc(Cl)cc1 | -9 | -3 | -7 | -1 | -10 | -3 | -2 | -3.6
O=C1NC(=O)C2(CCC(C(=O)O)C2)N1 (centres undefined) | 1 | -5 | 0 | 13 | 4 | -1 | -3 | -1.3
O=[N+]([O-])c1ccc(Sc2cccc[n+]2[O-])c2nonc12 | 110* | nt | 86* | 115* | 58* | -6 | nt | 4.7
SMILES | CXCR6 inh | APOBEC3G inh | Gli-Sufu block | CCR6 antagonist | EBI2 antag | GRIN3A LBD mod | APOBEC3A inh | MPTP block
CC12CC3CC(C)(C1)CC(C(=O)NCc1cccnc1)(C3)C2 | 7 | -9 | -14 | 7 | -2 | -1 | -4 | 0.5
CCCc1cc(=O)[nH]c(SCC(=O)Nc2ccc(Br)cc2)n1 | 2 | -6 | 0 | 11 | 7 | -1 | 1 | 5.0
CCOC(=O)N/N=C/c1c(F)cccc1F | 2 | -10 | -19 | 1 | -4 | 1 | -4 | -0.3
CCOc1ccc2nc(SCC(=O)Nc3ncccn3)[nH]c2c1 | 1 | -1 | -17 | 5 | -9 | 1 | 4 | 1.0
CCCC1(c2ccccc2)NC(=O)N(CC(=O)Nc2cc(OC)cc(OC)c2)C1=O (centres undefined) | 1 | -1 | -3 | 6 | -8 | 2 | -3 | -1.0
COc1cccc(C(C(=O)NCc2ccccc2)N(C(=O)c2csnn2)C2CC2)c1 (centres undefined) | 1 | -9 | -2 | 9 | 12 | 1 | -3 | -1.1
CCOc1cccc(OCCOCCN2CCCC2)c1 | 9 | -5 | 0 | 12 | 7 | 1 | -5 | -8.4
CC(OC(=O)Cn1cnc2c1c(=O)n(C)c(=O)n2C)C(=O)N(C)c1ccccc1 (centres undefined) | 4 | 1 | -4 | 11 | -2 | -3 | 7 | -0.3
CN(Cc1ccc(C(C)(C)C)cc1)C(=O)c1ccc2c(c1)OCO2 | 2 | -10 | -5 | 18 | -3 | -1 | 3 | 1.4
COc1cccc(C(=O)Nc2cc([N+](=O)[O-])ccc2N2CCN(C)CC2)c1 | 4 | -4 | 54 | -4 | -1 | -2 | -4 | -0.2
CC(Oc1ccccc1F)C(=O)NNC(=O)CC(C)c1ccccc1 (centres undefined) | 0 | -11 | -1 | 0 | -8 | 1 | -3 | -0.8
CCC(C)NS(=O)(=O)c1ccc(NC(=O)CNCc2cccs2)cc1 (centres undefined) | 3 | nt | 16 | 2 | 6 | -1 | nt | 1.0
CCN1CCN(S(=O)(=O)c2ccc(Cl)c(C(=O)Nc3ccccc3N3CCCC3)c2)CC1 | -4 | -10 | 16 | 14 | 2 | 2 | -4 | 0.7
CCS(=O)(=O)N1CCN(C(=O)c2cccc(OC)c2)CC1 | 3 | -3 | 8 | -13 | -3 | 0 | -5 | -0.3
COc1cccc(NC(=O)Nc2ccc(Cc3ccncc3)cc2)c1 | -15 | -6 | -8 | 7 | 14 | -8 | -6 | 45
Cc1nn(Cc2ccccc2)c(Cl)c1C(=O)OCC#N | -11 | -6 | -2 | 2 | 3 | -1 | 0 | 0.6
COc1ccc(C(=O)N2CCCC2)cc1 | -3 | -8 | -10 | -3 | -6 | 1 | -5 | -0.8
CC(C)n1nc(C(=O)OCC(=O)NCCc2ccc(S(N)(=O)=O)cc2)c2ccccc2c1=O | -2 | nt | 2 | -17 | -1 | 0 | nt | -2.3
Cc1ccccc1OCCCSc1nc2ccccc2[nH]1 | -1 | -9 | 32 | 20 | 19 | -3 | -4 | 68*
Cn1nnc(NC(=O)/C=C/c2ccco2)n1 | -7 | 5 | -28 | -14 | -2 | 2 | 7 | 0.1
Cc1cc(OCC(=O)Nc2ccccn2)c2c(C)cc(=O)oc2c1 | -3 | -3 | 13 | 3 | -1 | 0 | -5 | -0.8
O=C(CNC(=O)c1ccco1)NCC(=O)OCc1ccccc1Cl | 1 | -11 | -16 | 3 | -17 | 0 | -2 | -0.1
CC(=O)Nc1ccc(S(=O)(=O)CCC#N)cc1 | 0 | -4 | -11 | 20 | -7 | 1 | -1 | -0.9
CCCc1cc(C(=O)OC)c(NC(=O)c2cc(C)on2)s1 | -5 | -6 | -9 | -5 | 10 | 2 | -6 | 0.8
CC(NC(=O)C(=O)NCC1CCCO1)c1ccccc1 (centres undefined) | -7 | -3 | -8 | 6 | 2 | 2 | 0 | -0.4
SMILES | CXCR6 inh | APOBEC3G inh | Gli-Sufu block | CCR6 antagonist | EBI2 antag | GRIN3A LBD mod | APOBEC3A inh | MPTP block
O=C(COC(=O)c1cc(Br)ccc1O)Nc1ccc2c(c1)OCO2 | -8 | -7 | -13 | 9 | 5 | -4 | 3 | -0.2
Cc1cc(C)cc(NC(=O)Nc2ccc3ccccc3n2)c1 | 2 | 6 | -5 | -10 | 8 | 1 | 5 | -1.5
CC/C(Cc1ccccc1)=N/NC(=O)CCn1nnc2ccccc21 | 2 | -9 | -2 | 10 | -2 | -2 | -5 | 0.6
CCN(c1ccccc1)S(=O)(=O)c1cc(NC(=O)CN2CCN(C)CC2)ccc1Cl | 7 | -7 | 12 | 7 | -3 | 0 | -4 | -0.8
O=C(COc1ccc(-c2nnco2)cc1)N1CCN(S(=O)(=O)c2ccc3ccccc3c2)CC1 | -3 | 0 | 5 | 9 | 27 | 2 | -1 | 0.6
CCn1c(=O)n(CC)c2cc(N3CCCC3)c(NC(=O)c3c(F)cccc3F)cc21 | -15 | -5 | 26 | 14 | 2 | 0 | -6 | -0.5
COc1ccc(N2CCN(Cc3cc4c(cc3Br)OCCO4)CC2)cc1 | -1 | -7 | 14 | -1 | 6 | 0 | 12 | 0.8
CC1(C)NC(=O)N(CC(O)COc2ccc(N3C(=O)c4ccccc4C3=O)cc2)C1=O (centres undefined) | -7 | -2 | -3 | 3 | 9 | 0 | -1 | -4.8
COc1ccc(CN2CCCCCC2)cc1OC | -4 | 0 | -3 | -9 | -2 | -2 | -1 | 1.0
Cc1cccc(N2CC(O)(c3cccs3)[N+]3=C2CCCC3)c1C (centres undefined) | 2 | -4 | 46 | -13 | -11 | 1 | -1 | 4.3
Cc1nnc(SCCn2c(Br)nc3c2c(=O)[nH]c(=O)n3C)s1 | 0 | -1 | 4 | 0 | 0 | -1 | 2 | 0.7
COC(=O)c1sccc1NC(=O)Nc1cccc(F)c1 | 4 | -3 | 2 | 2 | -2 | 10* | 3 | 14
O=C(Cn1c(COc2ccccc2)nc2ccccc21)Nc1cc(Cl)ccc1Cl | 1 | -2 | 5 | 26 | -2 | 1 | 3 | 0.6
CCn1c(C)nnc1SCC(=O)Nc1cccc(Cl)c1 | -8 | 17 | -11 | 8 | -4 | 1 | -2 | 1.2
CCOc1ccc(NS(=O)(=O)c2ccc(SC)cc2)cc1 | -18 | 0 | -3 | 8 | 10 | 2 | 3 | -5.0
Cc1ccccc1CNS(=O)(=O)c1c(C(=O)N2CCCC2)c(C)n(C)c1C | -5 | -1 | 8 | -5 | -6 | 0 | 0 | -1.6
CN(C)C(=O)c1cc(C(=O)c2ccc(F)cc2F)c[nH]1 | -3 | -9 | 17 | 9 | 11 | -1 | -3 | -0.3
CN(C)S(=O)(=O)c1ccc(/C(O)=C2/C(=O)C(=O)N(CCN3CCCCC3)C2c2cccnc2)cc1 (centres undefined) | 0 | nt | 3 | 15 | 4 | 0 | nt | 1.3
OCCN1CCN(Cc2nc(-c3cccc(Cl)c3)no2)CC1 | 1 | -6 | -2 | 10 | -8 | -1 | -2 | -1.1
Cn1c(SCC(=O)c2ccc3c(c2)OCO3)nnc1-c1ccccn1 | -12 | -5 | 3 | -19 | -5 | 1 | -3 | 0.4
O=C(N/N=C/c1cn(-c2cccs2)nc1-c1ccccc1)c1ccccc1Cl | 1 | -6 | -4 | 5 | 6 | 14* | 4 | 2.5

Whole records, looked up by structure. Screens in order: CXCR6 inh | APOBEC3G inh | Gli-Sufu block | CCR6 antagonist | EBI2 antag | GRIN3A LBD mod | APOBEC3A inh | MPTP block
`O=C(Cn1c(COc2ccccc2)nc2ccccc21)Nc1cc(Cl)ccc1Cl` is listed with 1 | -2 | 5 | 26 | -2 | 1 | 3 | 0.6
`OCCN1CCN(Cc2nc(-c3cccc(Cl)c3)no2)CC1` is listed with 1 | -6 | -2 | 10 | -8 | -1 | -2 | -1.1
`O=C(N/N=C/c1cn(-c2cccs2)nc1-c1ccccc1)c1ccccc1Cl` is listed with 1 | -6 | -4 | 5 | 6 | 14* | 4 | 2.5
`COc1ccc(CN2CCCCCC2)cc1OC` is listed with -4 | 0 | -3 | -9 | -2 | -2 | -1 | 1.0
